Assay outcomes: PubChem BioAssay, National Center for Advancing Translational Sciences (NCATS)
HT1080NT lethal = kills 2HG-producing HT-1080-NT fibrosarcoma cells | HT-1080-NT fibrosarcoma viability, CellTiter-Glo ATP luminescence, 48 h | Potency, µM (series often up to 46.1 µM), without a hit: at the highest dose activity, negative = less viability, most hits filed as cytotoxic | 360,000 compounds, 1.6% hits | AID 686970;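 also: NT is the 2HG producing partner of a matched IDH1 knockdown line; potency is read from the fitted curve at half-maximal effect; 0% = DMSO-treated cells and -100% = media-only wells without cells; nearly all actives have a fitted effect of over 55% in size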
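Luminescent CellTiter-Glo readout after 48 hours of compound exposure at 37 degrees C defined viability of HT-1080-NT cells. Activity was normalized to DMSO wells and cell-free media wells; concentration-response curves were fitted and assigned curve classes.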
SW480 rerep = inducers of DNA re-replication in SW480 colon cancer cells; SW480 DNA re-replication, Hoechst DNA content imaging, 48 h; 340,000 compounds, 1.8% hits; AID 624297; Potency, µM (highest dose often 46.1 µM), inactives show at the top dose re-replication activation, hits mostly activators; also: potency is read from the fitted curve at half-maximal effect; % of control where 0% means no effect; nearly all actives have a fitted effect of over 55% in size
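250 cells/well; 23 nL cpd via pin tool; 48 hr, 37 C, 5% CO2; Hoechst 40 min; imager read of total nuclear intensity, ex 405/em 500-530 nm.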
KB-V1 MDR tox = kills drug-selected multidrug resistant KB-V1 cells; Potency, µM (top dose mostly 46.1 µM), for the others: at the highest dose activity change, negative = cytotoxicity, actives largely listed as cytotoxic; KB-V1 MDR cells viability, CellTiter-Glo, 72 h; 400,000 compounds, 3.4% hits; also: potency is read from the fitted curve at half-maximal effect; % is scaled to controls: 0 for no effect and ±100 for the full control effect; nearly all actives have a fitted effect of over 60% in size
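KB-V1, DMEM (no phenol red) + 10% FBS; cpd pin-transferred, titration series; 72 h, 37 degrees C; CellTiter-Glo, luminescence. Data normalized, curve-fit.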
IL-1B inflam inh = inflammasome signaling inhibition, IL-1 beta readout; 360,000 compounds, 4.7% hits; activity change, % at 57.5 µM; AID 743279; THP-1 LPS/ATP IL-1B secretion, AlphaLISA, 16 h; stronger effect = lower value; in the data active = activity change below about -50%; inconclusive = mostly about -30% to -49%; also: % is scaled to controls: 0 for no effect and ±100 for the full control effect
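Secreted IL-1B measured by AlphaLISA bead assay after 16 h compound exposure of THP-1 cells; compounds (final up to 57.5 uM) added 1 h before LPS (250 ng/mL) and ATP (1.25 mM) stimulation; lower signal means less secretion.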
KB-3-1 tox = kills parental KB-3-1 adenocarcinoma cells; AID 1347075; KB-3-1 viability, CellTiter-Glo ATP luminescence, 72 h; 400,000 compounds, 1.4% hits; Potency, µM (highest dose often 46.1 µM), inactives show top-dose activity change, negative = cytotoxic, hits mostly cytotoxic; also: potency is read from the fitted curve at half-maximal effect; % is scaled to controls: 0 for no effect and ±100 for the full control effect; nearly all actives have a fitted effect of over 60% in size
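KB-3-1 parental drug-naive adenocarcinoma cells in DMEM/10% FBS, incubated 72 h at 37 C with pin-transferred compounds across a concentration series. Viability by CellTiter-Glo luminescence; concentration-response curves fitted after normalization.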
DRD3 agonist = D3 dopamine receptor (human) agonism; 410,000 compounds, 0.58% hits; max activation, %; AID 652048; D3R DiscoveRx beta-arrestin cells, luminescence, 90 min; P35462; in the data active = max activation above about 30%; also: 0% is about no effect; mostly tested at two doses, the higher about 12 µM
Target sequence (P35462 whole entry, looked up): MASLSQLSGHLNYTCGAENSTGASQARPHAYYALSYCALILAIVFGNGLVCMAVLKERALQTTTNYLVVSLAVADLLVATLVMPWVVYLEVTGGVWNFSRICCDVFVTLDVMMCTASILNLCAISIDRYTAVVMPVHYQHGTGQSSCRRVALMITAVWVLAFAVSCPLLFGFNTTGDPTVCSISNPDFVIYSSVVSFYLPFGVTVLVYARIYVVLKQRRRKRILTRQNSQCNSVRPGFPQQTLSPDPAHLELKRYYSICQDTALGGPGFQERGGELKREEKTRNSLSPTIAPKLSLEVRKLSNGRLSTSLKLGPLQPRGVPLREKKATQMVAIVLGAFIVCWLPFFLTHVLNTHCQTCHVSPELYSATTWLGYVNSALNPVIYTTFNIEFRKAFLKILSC
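Cells at 1500/well, incubated overnight, then treated with pinned compounds (dopamine as control) for 90 min at 37 degrees C. DiscoveRx reagent added for 30 - 60 minutes at room temperature; luminescence read.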
HEK293 tox = cytotoxic in the GLP-1 receptor inverse agonist counter-screen; 410,000 compounds, 0.13% hits; Potency, µM (highest dose often 38.3 µM), for inactives: at the top dose activity change, negative = inhibition, actives largely listed as inhibitors; HEK293 cAMP-luciferase reporter cells, luminescence, 24 h;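 also: loss of luciferase light is scored as toxicity; potency is read from the fitted curve at half-maximal effect; % is scaled to controls: 0 for no effect and ±100 for the full control effect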
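Cells in DMEM/10% Nu serum/1% pen-strep, 1536-well format. Pre-incubated 12 h, dosed with 23 nL compound, incubated a further 24 h. Luciferase detection, 12 min at room temp, luminescence.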
MCF10A rereplic = inducers of DNA re-replication in MCF 10A breast cells. MCF 10A DNA re-replication, Hoechst nuclear intensity, 48 h. Potency, µM (series often up to 46.1 µM), for the others: at the highest dose activity, positive = re-replication, usual class: activators. 350,000 compounds, 2.9% hits; also: potency is read from the fitted curve at half-maximal effect; % of control where 0% means no effect; nearly all actives have a fitted effect of over 50% in size
HT1080 IDH1KD tx = toxicity to HT-1080 IDH1 knockdown cells (counter line). 360,000 compounds, 2% hits. HT-1080 IDH1 knockdown viability, ATP luminescence, 48 h. AID 686971. Potency, µM (titrated, usually from 46.1 µM), for the others: at the highest dose activity, negative = toxicity, hits mostly cytotoxic;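 also: potency is read from the fitted curve at half-maximal effect; 0% = DMSO wells and -100% = cell-free medium wells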
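Assay cells: HT-1080 with IDH1 knockdown, 750 per well, RPMI/5% FBS. Exposure: 48 h at 37 °C following 2 h pre-incubation. Read: CellTiter-Glo luminescence; fitted concentration-response, curve class assigned.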
* marks the source's active call; other numbers are inactive results; i = inactive; u = inconclusive; x = no result given; [ ] = another dose, or the depositor's remark. Unless noted, calls follow the shape of the dose curve; as a rule, active = well fitted curve in the direction sought with a large enough effect; inconclusive = small, poorly fitted or top-dose-only effect, or another doubt; inactive = no such curve, though single readings can be large; an effect the other way counts as inactive or inconclusive.

SMILES	HT1080NT lethal	SW480 rerep	KB-V1 MDR tox	IL-1B inflam inh	KB-3-1 tox	DRD3 agonist	HEK293 tox	MCF10A rereplic	HT1080 IDH1KD tx
COc1ccc(Cc2nnc(NC(=O)C3CC(=O)N(c4ccccc4C)C3)s2)cc1OC (stereo not drawn)	-7%	3%	0%	3	19%	-8	-8%	0%	-13%
COc1ccc(C2CC(O)(c3ccccc3)Oc3c(C)ccc(C)c32)cc1 (stereo not drawn)	-30%	u	u	u	u	-5	-4%	u	-15%
O=C(O)CN1CCN(Cc2ccccc2Cl)C1=O	3%	-12%	12%	-11	2%	4	7%	-1%	12%
S=c1[nH]nc(-c2ccco2)n1/N=C/c1c(Cl)cccc1Cl	1%	-11%	9%	30	9%	-9	-23%	3%	-1%
O=C(CCN1C(=O)/C(=C/c2ccccc2Cl)SC1=S)NN1CCOCC1	0%	24%	14%	-20	7%	4	-5%	3%	10%
Cn1c(SCC(=O)NC2CCCCC2)nnc1-c1ccncc1	3%	-8%	1%	-8	-1%	-8	11%	-2%	0%
CCOc1ccc(C(=O)Cc2ccc3oc(C(=O)O)cc3c2)c(O)c1	0%	-16%	17%	-18	-4%	-19	25%	0%	-4%
O=C(O)c1cccc2c1/C(=N/O)c1ccccc1-2	11%	u	11%	6	6%	-7	-66%	0%	6%
COC(=O)c1ccc(S(=O)(=O)N2CCC(O)CC2)n1C	14%	-2%	8%	-8	5%	7	-2%	-1%	11%
Cc1cccc(C)c1NC(=O)CN(C)C(=O)c1ccc(COc2ccccc2)cc1	2%	-2%	u	-12	-4%	-4	19%	8%	7%
Nc1ccc(CCS(N)(=O)=O)cc1	7%	-9%	-30%	0	-8%	6	-17%	0%	1%
CCOC(=O)/C(C#N)=C\C1=C(N2CCOCC2)CC(C)(C)OC1	10%	-2%	u	0	24%	-1	-2%	3%	6%
C=CCOc1ccccc1CNc1cccc(F)c1	1%	u	10%	-5	0%	1	19%	-2%	0%
COc1cccc(CN(C)CC(=O)Nc2sc3c(c2C#N)CCC3)c1OC	11%	-38%[inhibitor]	-1%	-3	-8%	18	0%	-4%	8%
C[C@@H](c1ccccc1)N1C[C@H](COCc2ccccc2)Oc2cc(N3CC[C@@H](N(C)C)C3)ccc2S1(=O)=O	u	x	u	69	-13%	-9	u	x	u
O=C(Nc1ccnn1C1CCN(Cc2ccc3nonc3c2)CC1)c1cccc(F)c1	-4%	u	-2%	u	-25%	-7	-2%	1%	-17%
COC(=O)c1cc(-c2ccc(Cl)cc2)c2c(=O)[nH]c(=O)n(C)c2n1	x	x	0%	x	-3%	7	2%	x	x
O=C(Cc1ccc(Cl)cc1)NCCS(=O)(=O)N1CCN(c2ccccc2)CC1	-4%	1%	-15%	20	0%	5	-7%	-6%	-7%
CCN(CC)CCn1cnc2c([nH]c3cccc(OC)c32)c1=O	12%	-2%	21%	28	11%	1	-15%	-5%	2%
COc1ccc(OC)c(S(=O)(=O)N2CCC(C(=O)N3CCCCCC3)CC2)c1	-4%	-7%	-2%	-9	0%	5	-25%	-2%	-11%

Looked up by structure from the entries so far:
SMILES	HT1080NT lethal	SW480 rerep	KB-V1 MDR tox	IL-1B inflam inh	KB-3-1 tox	DRD3 agonist	HEK293 tox	MCF10A rereplic	HT1080 IDH1KD tx
CCN(CC)CCn1cnc2c([nH]c3cccc(OC)c32)c1=O	12%	-2%	21%	28	11%	1	-15%	-5%	2%
Cn1c(SCC(=O)NC2CCCCC2)nnc1-c1ccncc1	3%	-8%	1%	-8	-1%	-8	11%	-2%	0%
COc1ccc(C2CC(O)(c3ccccc3)Oc3c(C)ccc(C)c32)cc1 (stereo not drawn)	-30%	u	u	u	u	-5	-4%	u	-15%

Next part:
SMILES	HT1080NT lethal	SW480 rerep	KB-V1 MDR tox	IL-1B inflam inh	KB-3-1 tox	DRD3 agonist	HEK293 tox	MCF10A rereplic	HT1080 IDH1KD tx
c1coc(C2=NCCc3ccccc32)c1	12%	-19%	-3%	4	-1%	1	4%	8%	9%
COc1cccc(N2CCN(c3ccc(S(=O)(=O)N4CCCC4)cc3)CC2)c1	13%	-5%	6%	12	0%	5	-6%	14%	8%
CSc1nnc(NC(=O)Cc2coc3cc(C)ccc23)s1	x	x	8%	x	-13%	2	-11%	x	x
Cc1ccc(C(=O)NCC(=O)OCC(=O)c2ccc(Cl)s2)cc1	1%	-2%	11%	13	22%	14	20%	-1%	-6%
COc1ccccc1NC(=O)Nc1nc(CC(=O)Nc2ccc(F)c(F)c2)cs1	-7%	-2%	-7%	-69*	u	-1	7%	u	11%
O=C(NN=C1CCN(Cc2ccccc2)CC1)c1cccc(S(=O)(=O)Nc2ccccc2Cl)c1	-1%	-4%	0%	14	10%	-13	9%	0%	0%
O=C(Nc1c(F)cc(F)cc1Br)c1cc(S(=O)(=O)N2CCN(c3ccccn3)CC2)ccc1F	-6%	-3%	-3%	-26	-20%	2	3%	2%	-4%
O=C(CNC(=O)c1cccc(S(=O)(=O)N2CCc3ccccc32)c1)Nc1ccccc1Br	-7%	6%	9.2µM*	u	-10%	-2	-20%	11%	-13%
COCc1cnc(C)nc1N	15%	2%	u	22	-16%	-5	5%	2%	9%
OC1(c2ccccc2)c2ccccc2-c2ncccc21 (stereo not drawn)	-12%	-5%	-13%	-12	0%	-3	-4%	17%	-2%
COc1ccc(C2CC(=O)N3CN(c4ccc(C)c(Cl)c4)CSC3=C2C#N)cc1OC (stereo not drawn)	1%	u	-5%	-5	-4%	-4	0%	u	2%
C#CCOCCOCCOCCNc1nc(N2CCN(C(=O)[C@H](Cc3cc4ccccc4[nH]3)n3cc([C@@H](N)Cc4ccc(O)cc4)nn3)CC2)nc(N2CCN(C(=O)[C@H](Cc3cc4ccccc4[nH]3)n3cc([C@@H](N)CC(C)C)nn3)CC2)n1	-15%	7%	19%	u	5%	-12	-14%	17%	-10%
CC1CCCC(NC(=O)CSc2nnc(-c3cccnc3)n2N)C1C (stereo not drawn)	-1%	-3%	22%	15	9%	-8	5%	0%	0%
Cc1c(Cl)cccc1Nc1nc(N)nc(CN2CCCCCC2)n1	-2%	0%[9.22 µM]	-14%	-15	7%	-1	4%	1%	-8%
COc1ccc(-n2ccnc2CN2CCN(C3CCCC3)C(CCO)C2)cc1 (stereo not drawn)	27%	-19%	-12%	5	13%	-15	-7%	1%	2%
S=C(Nc1ccc(Cl)c(Cl)c1)NN1CCOCC1	0%	15%	-4%	2	-1%	-7	u	-8%	-1%
CCn1nnc(-c2ccccc2NC(=O)c2ccc(-n3cnnn3)cc2)n1	-4%	-2%	-22%	-18	-5%	3	u	u	2%
Cc1onc(-c2ccccc2)c1C(=O)Nc1c(C)n(C)n(-c2ccccc2)c1=O	-14%	-2%	17%	14	16%	3	0%	-2%	6%
Cn1ccc2c(N3CCCCCC3)cc3c(c21)C1CCC3C1 (stereo not drawn)	-29%	x	3%	39	-8%	6	3%	x	-25%
Cc1ccc(S(=O)(=O)N2CCCCC2)cc1NC(=O)Cn1cc(C(F)(F)F)ccc1=O	-1%	u	1%	18	5%	-3	0%	10%	2%
CCN(CC(=O)Nc1ccc(OC)cc1)C(=O)CCc1nc2ccccc2c(=O)[nH]1	0%	-2%	-8%	14	1%	-16	3%	-1%	-11%
COc1ccc(-n2ccnc2SCC(=O)Nc2ccc(OC)cc2OC)cc1	0%	-2%	u	9	13%	6	1%	3%	1%
O=C(CCC(=O)N(CC(=O)NC1CCCCC1)Cc1ccccc1)Nc1nccs1	12%	-4%	u	16	-1%	4	3%	-3%	-1%
COC(=O)c1cccc(NC(=O)CN2CCOCC2)c1	9%	-7%	-3%	0	3%	1	-12%	2%	-2%
COCCNC(=O)C(c1ccncc1)N(C(=O)Cn1nnc2ccccc21)c1ccc(OC)cc1 (stereo not drawn)	8%	2%	7%	20	0%	0	-4%	-1%	5%
O=C(/C=C/c1ccco1)Nc1cccnc1	24%	-17%	11%	-15	11%	3	-4%	-12%	21%
CN1CCCN(C(=O)CNC(=O)c2ccc(Cl)cc2Cl)CC1	14%	-1%	5%	5	0%	-11	1%	1%	16%
O=C(COC(=O)[C@@H]1CC(O)CN1S(=O)(=O)c1ccc2c(c1)OCCO2)NCc1ccc(F)cc1 (stereo partly drawn)	5%	-8%	u	3	-3%	-1	-2%	1%	14%
COc1cccc(/C=C/C(=C2/C(=O)N(c3ccccc3)N=C2C)c2ccccc2)c1OC	6%	-3%	-2%	-1	7%	3	-7%	1%	8%
O=C(CSc1ncnc2scc(-c3ccccc3)c12)NCc1ccc2c(c1)OCO2	-14%	1%	-19%	-23	-1%	1	-24%	u	-19%
CC1CCCC(C)N1NC(=O)Cc1ccccc1 (stereo not drawn)	0%	15%	5%	-2	-3%	-16	7%	-4%	1%
CC(=O)NC(CC(=O)NC1CCCCCC1)c1ccccc1 (stereo not drawn)	-3%	-14%	-19%	i	4%	-13	-7%	2%	1%
O=C(CSCc1ccccc1F)NCc1ccc(F)cc1	10%	-1%	0%	-5	2%	-7	2%	0%	23%
Cc1ccc(-n2ncc3c(N4CCC(C(N)=O)CC4)ncnc32)cc1	x	x	-12%	x	-1%	3	-2%	x	x
COc1ccc(CNCCSc2nnnn2-c2ccccc2)c(OC)c1	x	x	-31%	x	7%	-22	0%	x	x
CCC(C)N(C(=O)CSc1nnc(COc2ccccc2F)n1N)C1CCS(=O)(=O)C1 (stereo not drawn)	14%	-1%	-1%	5	5%	0	0%	-4%	8%
COc1ccc(NC(=O)c2ccc(NS(=O)(=O)c3c(C)noc3C)cc2)cc1OC	0%	5%	0%	14	18%	0	-8%	-2%	0%
